# All columns: NCI-60 one-dose screen, growth in % after 48 h at 10 µM unless noted; 100 = growth as untreated, 0 = no growth, -100 = all killed.
# SNB-19 – SNB-19 CNS cancer cells; AID 1794751; 81,000 tested, 2.5% active
# U251 – U251 CNS tumor cells | 80,000 tested, 5.4% active | AID 1794753
# SF-539 – SF-539 CNS cancer; AID 1794752; 81,000 tested, 6.8% active
# HCC-2998 – HCC-2998 colon cancer; 79,000 tested, 4.7% active
# SF-295 – SF-295 CNS cancer cells; 79,000 tested, 5.6% active; AID 1794758
# SNB-75 – SNB-75 CNS cancer; 79,000 tested, 5% active; AID 1794750
# PC-3 – PC-3 prostate cancer cells; 80,000 tested, 3.9% active
# SF-268 – SF-268 CNS cancer cells | AID 1794759 | 82,000 tested, 3.1% active
# * marks the source's active call; other numbers are inactive results; x = no result given. The calls were made as follows: active = growth percent below 10; inactive = the rest. Rows were taken by chance. Share with any hit: about 10%.
SMILES,SNB-19,U251,SF-539,HCC-2998,SF-295,SNB-75,PC-3,SF-268
CC[C@H](C)[C@@H]1NC(=O)[C@@H]([C@@H](C)CC)NC(=O)CC(=O)[C@H](C)[C@H](/C=C(\C)C[C@H](C)C/C(C)=C/c2cnco2)OC1=O,89,95,97,105,99,95,87,90
CCN(CC)c1ccnc(CNCCSC(c2ccccc2)(c2ccccc2)c2ccc(C)cc2)c1,x,-93*,-98*,-96*,-97*,-51*,-77*,-56*
COc1ccc(-c2nc3ccccc3[nH]2)cc1,95,97,85,106,99,97,96,105
COc1ccc(Cl)cc1Nc1nc(C(F)(F)F)ccc1C(=O)N/N=C/c1c(Cl)cccc1Cl,55,29,21,63,14,64,48,65
CCN(C(=O)N1CCN(c2cc3c(cc2F)c(=O)c(C(=O)O)cn3C2CC2)CC1)c1nc(-c2ccc(Cl)cc2)cs1,16,15,12,25,-0.2*,29,10,22
CN1CCN(c2ccc(Nc3nc(N4CCN(S(=O)(=O)c5ccc(F)cc5)CC4)c4sccc4n3)cc2)CC1,-98*,-99*,-100*,-91*,-88*,-98*,-18*,-72*
Cc1c(-c2ccccc2)nc(SCC(=O)Nc2nc(-c3ccc(Cl)cc3)cs2)n1Nc1ccccc1,92,68,90,85,26,57,56,55
Cc1ccsc1/C=C1/C(=O)N(C)c2ccccc21,91,93,86,107,94,76,x,90
COC(=O)C1=COC(OC2OC(CO)C(O)C(O)C2O)C2C(C)CC(=O)C12 (stereo not drawn),108,24,118,x,103,97,94,111
O=c1oc2cc(OS(=O)(=O)c3ccccc3)c(Cl)cc2c2c1CCCCC2,98,81,86,108,92,86,52,95

# The list goes on, starting with the last seven of the part before.
SMILES,SNB-19,U251,SF-539,HCC-2998,SF-295,SNB-75,PC-3,SF-268
COc1ccc(Cl)cc1Nc1nc(C(F)(F)F)ccc1C(=O)N/N=C/c1c(Cl)cccc1Cl,55,29,21,63,14,64,48,65
CCN(C(=O)N1CCN(c2cc3c(cc2F)c(=O)c(C(=O)O)cn3C2CC2)CC1)c1nc(-c2ccc(Cl)cc2)cs1,16,15,12,25,-0.2*,29,10,22
CN1CCN(c2ccc(Nc3nc(N4CCN(S(=O)(=O)c5ccc(F)cc5)CC4)c4sccc4n3)cc2)CC1,-98*,-99*,-100*,-91*,-88*,-98*,-18*,-72*
Cc1c(-c2ccccc2)nc(SCC(=O)Nc2nc(-c3ccc(Cl)cc3)cs2)n1Nc1ccccc1,92,68,90,85,26,57,56,55
Cc1ccsc1/C=C1/C(=O)N(C)c2ccccc21,91,93,86,107,94,76,x,90
COC(=O)C1=COC(OC2OC(CO)C(O)C(O)C2O)C2C(C)CC(=O)C12 (stereo not drawn),108,24,118,x,103,97,94,111
O=c1oc2cc(OS(=O)(=O)c3ccccc3)c(Cl)cc2c2c1CCCCC2,98,81,86,108,92,86,52,95
C[n+]1cccc(NC(=O)c2ccc3ccc4ccc(C(=O)Nc5ccc[n+](C)c5)nc4c3n2)c1,14,13,38,42,5.6*,13,55,53
COc1cc(/C=C2/C=C(c3ccccc3)N(CCc3ccc(S(N)(=O)=O)cc3)C2=O)cc(OC)c1OC,101,87,101,105,99,72,44,107
CC1(C(Cl)Cl)C=CC(=O)C=C1,106,99,112,115,99,94,95,103
Cc1ccc(S(=O)(=O)Nc2ccccc2C(=O)O)cc1,98,100,105,107,99,91,96,97
CCc1c(C(=O)N[C@H]2c3cc(Cl)ccc3CC[C@@H]2O)[nH]c(C)c1C(C)=O,110,94,89,104,99,86,76,99
Nc1ncnc2c1ncn2[C@H]1CC=C(CO)O1,97,105,103,103,95,89,101,99
N#C/C(=C/c1ccc(O)c(O)c1)C(N)=O,107,102,103,123,x,88,108,104
OCc1cnccc1NCCCOc1ccccc1,95,98,102,97,104,100,96,101
COc1cccc(-c2nn(-c3ccccc3)cc2-c2ccnc(NCCCNS(=O)(=O)c3ccccc3)c2)c1,48,34,57,20,17,62,16,47
N#Cc1cnn2ccn(C3OC(COC(=O)c4ccccc4)C(OC(=O)c4ccccc4)C3OC(=O)c3ccccc3)c12 (stereo not drawn),96,99,97,90,105,92,91,94
O=c1c(/C=C/c2ccco2)nnc2scc(-c3ccc(Cl)cc3)n12,93,94,106,121,105,78,94,100
CCN(CC)CCNc1c(C)cc(CO)c(Cl)c1C,93,105,103,107,104,90,98,x
CSC(=S)N/N=C/c1coc2ccc(F)cc2c1=O,101,102,95,110,98,78,94,89
CNC(=O)c1n[nH]n2c1nc(=O)c1c(C)c(C)sc12,105,101,98,91,104,97,99,100
COc1cc(C2=NN(C(C)=O)C(c3sc(N(C)Cc4ccccc4)nc3Cl)C2)cc(OC)c1OC (stereo not drawn),105,95,95,97,89,78,72,86
CC(=O)O.[In],109,99,110,108,x,91,100,103
CN1CCC[C@]2(C)[C@H]3CC[C@]4(C)[C@@H](O)/C(=C/c5ccccn5)C[C@H]4[C@@H]3CC[C@@H]12,111,108,125,89,101,87,91,97
O=S(=O)(O)c1cc(O)c2c(O)cc(S(=O)(=O)O)cc2c1,102,103,95,114,101,107,103,103
CCN(CC)Cc1cc(Nc2ccnc3ccc(OC)cc23)ccc1O,74,35,65,33,79,101,40,53
CC(C)(CO)c1ccccc1,93,114,100,x,114,75,96,110

# Next part, overlapping the part above by 3 compounds.
SMILES,SNB-19,U251,SF-539,HCC-2998,SF-295,SNB-75,PC-3,SF-268
O=S(=O)(O)c1cc(O)c2c(O)cc(S(=O)(=O)O)cc2c1,102,103,95,114,101,107,103,103
CCN(CC)Cc1cc(Nc2ccnc3ccc(OC)cc23)ccc1O,74,35,65,33,79,101,40,53
CC(C)(CO)c1ccccc1,93,114,100,x,114,75,96,110
C=CCN(CC=C)C(=O)Nc1cc(OC)ccc1OC,101,96,96,108,109,94,95,107
Cc1cc(Cl)nc(SC/C(=N/O)c2ccccc2)n1,99,95,105,105,98,78,96,100
CCN(C(=S)Nc1cccc2ccccc12)c1ccccc1,106,100,111,105,96,85,94,115
O=C(CSc1nnc(-c2ccc3nc(-c4ccc(Cl)cc4)[nH]c3c2)o1)Nc1ccc(Br)cc1,-27*,-64*,-95*,29,-89*,5.1*,5.1*,0.8*
COc1ccc(-c2nc3c(c(-c4ccc(Cl)cc4)nn3-c3ccccc3)c(-c3ccc(OC)cc3)c2C#N)cc1,99,94,95,105,94,88,91,104
Cc1ccc2c(=O)cc(C(=O)Nc3sc4c(c3C(=O)NCc3cccnc3)CCCC4)oc2c1C,96,104,98,106,102,92,99,93
CN1CCN(c2ccc(/C=N/NC(=O)CSc3nc4ccccc4c(=O)n3-c3ccc(Cl)cc3)cc2)CC1,105,113,101,129,103,100,94,106
CC(C(=O)N1CCN(c2cccc(Cl)c2)CC1)c1ccc(NS(=O)(=O)c2ccccc2)cc1 (stereo not drawn),94,90,82,110,86,96,59,93
N#Cc1c(N)nc(-c2ncccn2)nc1-c1c[nH]c2ccccc12,88,102,102,105,99,73,88,93
CCCCCCSc1nnc(-c2c(C)nc3ccc(Cl)cn23)o1,98,84,93,108,96,108,95,101
Nc1nc(Nc2ccccn2)nn1Cc1ccccc1,99,102,97,106,103,77,93,98
C=C(C)[C@@H]1CC[C@]2(C(=O)O)CC[C@]3(C)[C@H](CC[C@@H]4[C@@]5(C)C[C@@H](CC#Cc6ccc(N)cc6)[C@H](O)C(C)(C)[C@@H]5CC[C@]43C)[C@@H]12,100,103,86,110,97,x,81,93
CC1=[N+](C)c2ccccc2C1(C)C,112,99,110,98,100,100,108,100
COC(=O)c1cc(C(C)=O)n2c1ccc1c3ccccc3ccc12,68,69,57,92,90,87,88,91
Cc1ccc2nc(-c3ccc(-c4nnc(SCc5ccccc5)o4)cc3)[nH]c2c1,88,61,47,112,99,74,87,82
O=C(CN1CCN(c2cc3c(cc2F)c(=O)c(C(=O)O)cn3C2CC2)CC1)N/N=C/c1cccs1,95,98,110,116,101,104,93,96
c1ccc(-c2cn3ccnc3c(-c3ccccc3)n2)cc1,90,91,89,106,101,71,92,88
OCc1cnccc1NCC1CCCCC1,101,96,101,107,102,102,101,99
N#CC1=C(N)Oc2c(sc3c(F)cccc23)C1c1ccc([N+](=O)[O-])cc1 (stereo not drawn),-28*,-65*,-79*,-41*,-70*,-35*,-10*,-23*
O=C(/C=C/c1ccc(Br)cc1)c1cccc(OCCCCOc2cccc(C(=O)/C=C/c3ccc(Br)cc3)c2)c1,96,99,100,103,100,86,95,98

# Entries of single compounds, looked up by structure. Screens in order: SNB-19 | U251 | SF-539 | HCC-2998 | SF-295 | SNB-75 | PC-3 | SF-268
# Record of `Cc1c(-c2ccccc2)nc(SCC(=O)Nc2nc(-c3ccc(Cl)cc3)cs2)n1Nc1ccccc1` = 92 | 68 | 90 | 85 | 26 | 57 | 56 | 55
# Record of `Cc1ccc2c(=O)cc(C(=O)Nc3sc4c(c3C(=O)NCc3cccnc3)CCCC4)oc2c1C` = 96 | 104 | 98 | 106 | 102 | 92 | 99 | 93
# Record of `CN1CCN(c2ccc(Nc3nc(N4CCN(S(=O)(=O)c5ccc(F)cc5)CC4)c4sccc4n3)cc2)CC1` = -98* | -99* | -100* | -91* | -88* | -98* | -18* | -72*
# Record of `N#Cc1cnn2ccn(C3OC(COC(=O)c4ccccc4)C(OC(=O)c4ccccc4)C3OC(=O)c3ccccc3)c12` (stereo not drawn) = 96 | 99 | 97 | 90 | 105 | 92 | 91 | 94
# Record of `CC1=[N+](C)c2ccccc2C1(C)C` = 112 | 99 | 110 | 98 | 100 | 100 | 108 | 100

# The listing continues.
SMILES,SNB-19,U251,SF-539,HCC-2998,SF-295,SNB-75,PC-3,SF-268
CC1(C)c2ccccc2C(=O)C1(Br)Cc1ccccc1 (stereo not drawn),81,91,90,78,86,79,77,90
Cc1nn(-c2ccccc2)c(Oc2ccccc2)c1/C=N/NC(=O)Cn1c(=O)sc2ccccc21,61,51,71,72,45,49,44,55
CCOC(=O)c1[nH]c(C#N)c(C(=O)OCC)c1C,106,99,104,103,89,97,102,111
COc1ccc(C(=O)Nn2c(N)cc3ccccc3c2=O)cc1,86,108,100,117,99,84,86,99
O=C(CNc1ccccn1)Nc1ccccn1,100,93,95,101,104,81,94,96
COc1ccc(C(=O)NC2C(O)c3ccccc3N3C(=O)CCC23O)cc1 (stereo not drawn),104,105,100,101,108,82,93,91
O=[N+]([O-])c1cccc(C2N=C(N3CCOCC3)Nc3c2sc2ccc(Cl)cc32)c1 (stereo not drawn),97,99,93,112,105,89,77,96
CCCc1ccc(C)c(Br)c1,102,105,98,96,x,80,81,101
O=[N+]([O-])c1ccc(O)cc1C(F)(F)F,94,101,101,94,99,83,81,112
COc1cccc(C(=O)c2ccncc2C(=O)O)c1OC,104,95,93,100,90,85,95,105
O=C(Nc1ccccc1Cl)n1ccnc1,109,92,110,108,88,100,94,105
O=C(Nc1ccc2ccccc2c1)c1cccc(F)c1,100,104,105,109,101,92,x,120
CC1(C)C(=O)NC(=O)N1CO,109,109,90,106,96,88,138,138
CCOC(=O)C1=C(C(=O)c2ccccc2)C(c2cccc([N+](=O)[O-])c2)C(C(=O)c2ccccc2)=C(C(=O)OCC)N1,x,80,96,105,90,88,86,94
CCCCC(C)Sc1nc2c([nH]1)c(=S)n(C)c(=O)n2C (stereo not drawn),97,94,99,114,89,128,92,98
NC(N)=Nc1ccc(Nc2cccc(Nc3ccc(Cl)c(C(F)(F)F)c3)c2)cn1,4.1*,-43*,81,9.3*,12,46,-25*,33
CC(=O)O[C@H]1CC[C@]2(C)[C@H]3CC=C4[C@@H]5CC(C)(C)CC[C@]5(C(=O)NCCNCCN)CC[C@@]4(C)[C@]3(C)CC[C@H]2C1(C)C,2.1*,x,70,-92*,93,88,-44*,74
CC=C(C(=O)OCCCCCCCC)C(=O)OCCCCCCCC,101,99,107,115,114,111,117,94
COc1ccc2nc(NC(=O)c3ccc(F)cc3)sc2c1,109,99,97,88,55,109,88,107
CCOc1ccccc1/C=C1\SC(=S)N(CC)C1=O,95,99,91,134,106,113,99,95
O=c1sc2cc3ccccc3nc2n1-c1ccc([N+](=O)[O-])cc1,98,101,94,106,98,101,101,99
Cc1ccc2oc(=O)c(/C=C(\O)c3ccc(Cl)cc3)nc2c1,105,101,107,108,113,86,87,105
O=c1[nH]c(OCc2ccc(F)cc2)nc2sc3cc(O)ccc3c12,84,85,88,109,88,78,74,72
COC(=O)c1nnn(-c2cccc(C(F)(F)F)c2)c1C(=O)c1ccc(Cl)c(Cl)c1,x,78,92,94,87,89,78,84
Nc1ncnc2c1c(-c1ccc(Oc3ccccc3)cc1)nn2C[C@@H]1SSC[C@H]1O,41,26,15,88,24,2.3*,56,29
